ALOX12 inh = blocks human arachidonate 12S-lipoxygenase; P18054; purified 12hLO, xylenol orange hydroperoxide absorbance; Potency, µM (series often up to 108 µM), for inactives: at the top dose activity change, negative = inhibition, most hits filed as inhibitors; 580,000 compounds, 1.1% hits; AID 1671190; active = well fitted inhibition curve with a large enough effect; inconclusive = small, poorly fitted or top-dose-only effect, or another doubt; inactive = no such curve, though single readings can be large or run the other way
Target sequence (P18054 whole entry, looked up): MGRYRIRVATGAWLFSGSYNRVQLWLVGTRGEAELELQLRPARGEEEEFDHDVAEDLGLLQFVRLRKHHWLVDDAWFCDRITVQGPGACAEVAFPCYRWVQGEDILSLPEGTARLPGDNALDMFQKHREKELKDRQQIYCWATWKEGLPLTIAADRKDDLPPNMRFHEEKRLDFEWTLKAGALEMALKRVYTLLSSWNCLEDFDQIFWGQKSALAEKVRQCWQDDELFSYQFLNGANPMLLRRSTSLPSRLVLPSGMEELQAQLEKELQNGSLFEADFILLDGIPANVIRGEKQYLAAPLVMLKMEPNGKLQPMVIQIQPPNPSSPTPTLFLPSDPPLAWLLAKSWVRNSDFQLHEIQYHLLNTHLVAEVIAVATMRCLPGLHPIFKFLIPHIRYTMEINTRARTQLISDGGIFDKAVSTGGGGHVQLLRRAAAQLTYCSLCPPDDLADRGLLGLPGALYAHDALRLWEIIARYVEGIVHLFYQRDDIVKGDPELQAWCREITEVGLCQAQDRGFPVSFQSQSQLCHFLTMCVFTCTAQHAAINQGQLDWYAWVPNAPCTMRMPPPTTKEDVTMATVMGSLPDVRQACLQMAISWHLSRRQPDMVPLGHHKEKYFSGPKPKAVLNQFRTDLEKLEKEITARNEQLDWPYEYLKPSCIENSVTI
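Hydroperoxide product was detected by ferrous iron/xylenol orange as the 573 to 405 nm absorbance ratio. Arachidonic acid at 40 uM (final) was turned over for 30 min at room temperature by 150 nM human 12hLO, pH 7.0 Hepes buffer, after 15 min compound preincubation.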
The depositor's hits bear a star; ? = inconclusive; [ ] = another dose, or the depositor's remark. % is set by controls: 0 for no effect and ±100 for the full control effect; potency is the fitted concentration of half-maximal effect. A portion of the library, so the mix of outcomes need not match the whole.

mol	ALOX12 inh
COc1cccc(N2CC(C(=O)NCc3cccs3)NC2=O)c1 (stereo not drawn)	28%[176 µM]
COc1ccc(C2=NOC3(CCN(Cc4ccsc4)C3)C2)cc1 (stereo not drawn)	29%[176 µM]
Cn1c(SCC(=O)Nc2ccc(Br)cc2F)nc2c(=O)[nH]cnc21	39%[activator]
Cc1nc(N2CCN(C(=O)COc3ccccc3)CC2)cc(C(F)(F)F)n1	-2%
COC(=O)[C@H](Cc1ccc(OC)cc1)NC(=O)[C@@H]1CN(C(=O)c2cccc(F)c2)CCN1C(C)=O	31%
CC(NC(=S)Nc1ccc(SC(F)F)cc1)c1ccncc1 (stereo not drawn)	-21%
CCN1C(=O)C2(CCN(C(=O)COC)CC2)c2ccccc21	47%[activator]
Cc1noc(C)c1NC(=O)Nc1ccc2c(c1)C(=O)N([C@H](C)CO)C[C@H](C)[C@@H](CN(C)S(=O)(=O)c1ccc(Cl)cc1)OCCCC[C@@H](C)O2	?
C=CCN(c1ccc(F)cc1)S(=O)(=O)c1cc(C(=O)NC2CC2)ccc1Cl	-24%
CCC(CC)NC(=O)CC1CCCN(c2cnn(CC)c(=O)c2)C1 (stereo not drawn)	26%
Cc1cccc(NC(=O)CN2CCN(C(=O)NCc3ccccc3CN(C)C)CC2)c1C	3%
Cc1ccc(C(=O)NCC2CC3c4ccccc4C2c2ccccc23)cc1 (stereo not drawn)	2%
CCN1CCN(CCOc2ccc3cc(-c4ccccc4)c(=O)oc3c2)CC1	?
CSc1ccccc1NC(=O)CC(C)C	-6%
CC(C)c1cc(C(=O)NCc2ccc(F)cc2)c(N)s1	-14%
CC1CCCN(S(=O)(=O)c2ccc3c(c2)OCCO3)C1 (stereo not drawn)	14%
COc1ccc(-c2c(-c3ccc(OC)cc3O)nc(N)nc2C(F)(F)F)cc1	-27%
CN1CC(=O)N(C2CCNC2)Cc2c1ncnc2N1CCCN(Cc2ccccc2)CC1 (stereo not drawn)	?
COCC(C)NC(=O)Cc1n[nH]c(=O)c2ccccc12 (stereo not drawn)	7%
O=Cc1cc2cc(Br)ccc2[nH]1	11%
CC(C)Cc1cn(C2CCN(Cc3cc4c(cc3Cl)OCO4)CC2)nn1	-6%
O=C(Nc1ccc(Cl)c(C(F)(F)F)c1)C1Cc2c(-c3ccc4c(c3)OCO4)ccnc2O1 (stereo not drawn)	-23%
CS(=O)(=O)N1CCCCC1c1cc(C(=O)Nc2ccc3c(c2)OCO3)no1 (stereo not drawn)	-9%
Cc1ccc2[nH]cc(C(C(=O)O)N3CCN(S(=O)(=O)c4ccccc4)CC3)c2c1 (stereo not drawn)	-23%
CCOc1cc(/C=C2/NC(=O)NC2=O)cc(Br)c1OC(C)C	-25%
COc1ccc(CN2CCC3(CC2)c2ccccc2[C@@H](NC(=O)c2ccco2)[C@@H]3OC)c(O)c1	2%
CCc1nnc(NC(=O)Nc2cccc(Cl)c2)s1	8%
O=C(NCCCN1CCCC1)c1ccncc1	1%
CC1=C(C(=O)N(C(C)C)C(C)C)CC(CC(=O)NCCN2CCOCC2)C(=O)N1Cc1ccc(C(C)(C)C)cc1 (stereo not drawn)	27%
COc1cccc(CN2CCCCCCNC(=O)CC2)c1	32%[activator]
Cc1cccc(C(=O)NC(CC(C)C)c2nnc3n2CCNCC3)n1 (stereo not drawn)	58%[activator]
O=C1COCC2(CN1Cc1ccc(F)cc1Cl)CN(c1ccc(C(F)(F)F)cn1)C2	?
Cn1c(C(=O)N2CCc3ccccc3C2)cc2ccccc21	-17%
O=C1C(=O)N(Cc2cccnc2)C(c2ccccn2)/C1=C(\O)c1ccccc1 (stereo not drawn)	?
CCCCn1c(O)c(C2=Nc3ccccc3SC(c3cccc(O)c3)C2)c(=O)[nH]c1=O (stereo not drawn)	?
O=C(NCCN1CCCC(O)C1)c1cc(COc2cccc(C(F)(F)F)c2)on1 (stereo not drawn)	?
Cc1cc(C)cc(Nc2nc3ccccc3nc2NS(=O)(=O)c2cccs2)c1	?
COc1ccccc1N1CCN(C(=O)C2CCCN(C(=O)c3ccccc3)CCC(=O)NCC2)CC1 (stereo not drawn)	21%
CN(CC(=O)Nc1ccccc1C(F)(F)F)Cc1cc(Cl)cc2c1OCOC2	12%
COc1ccc(-n2nc3n(c2=O)CCN(C(=O)c2ccc(Cl)cc2)C3)cc1	?
CC(C)c1cnc(C2CCCN(C(=O)OC(C)(C)C)C2)[nH]1 (stereo not drawn)	8%[12.5 µM]
O=C(NC1CCCCC1)c1cccc(Oc2ccccc2)c1	?
CCCCc1ccc(NN)c(I)c1	?
NC(=O)C1CCN(c2cc(-c3noc([C@@H]4CCCN4Cc4ccccc4F)n3)ccn2)CC1	?
COc1cc(OC)cc(C(=O)N2CCC(n3cc(-c4nc(C(C)C)no4)nn3)CC2)c1	25%
Cc1ncccc1OC1(C(=O)O)CCN(C(=O)C2CC23CCC3)CC1 (stereo not drawn)	20%
O=C(COc1ccc2ccc(=O)oc2c1)Nc1ccc(F)c(F)c1F	-1%
COc1ccc2n[nH]c(CN3CCC(C(C)N4CCCC4)CC3)c2c1 (stereo not drawn)	35%
O=C(Nc1cccc(Oc2ccccc2)c1)C1Cc2c(-c3ccco3)ccnc2O1 (stereo not drawn)	4%
N#Cc1ccccc1Cn1c(CN2CCCCC2)nc2scc(-c3cccs3)c2c1=O	-7%

Part of the list above in another layout.
ALOX12 inh,Structure
?,O=C1COCC2(CN1Cc1ccc(F)cc1Cl)CN(c1ccc(C(F)(F)F)cn1)C2
-17%,Cn1c(C(=O)N2CCc3ccccc3C2)cc2ccccc21
?,O=C1C(=O)N(Cc2cccnc2)C(c2ccccn2)/C1=C(\O)c1ccccc1 (stereo not drawn)
?,CCCCn1c(O)c(C2=Nc3ccccc3SC(c3cccc(O)c3)C2)c(=O)[nH]c1=O (stereo not drawn)
?,O=C(NCCN1CCCC(O)C1)c1cc(COc2cccc(C(F)(F)F)c2)on1 (stereo not drawn)
?,Cc1cc(C)cc(Nc2nc3ccccc3nc2NS(=O)(=O)c2cccs2)c1

Next part.
mol	ALOX12 inh
FC(F)(F)SCCn1ccnc1-c1cc2n(n1)CCCNC2	86%[activator]
CCCCCCCCN1C(=O)N(Cc2ccc(OC)cc2)S(=O)(=O)c2ccc(F)cc21	2%
COc1ccc(C(=O)CSc2nnc(C(NC(=O)c3ccc(OC)cc3)C(C)C)n2C)cc1 (stereo not drawn)	-4%
N#Cc1cccc(CN2CCC3(Cc4ccccc4CNC3=O)C2)c1 (stereo not drawn)	4%[6.33 µM]
Cc1cc(C(=O)COC(=O)Cn2cnc3c2c(=O)n(C)c(=O)n3C)c(C)n1CC(F)(F)F	-29%
O=C(Cn1nc2n(c1=O)CCCCC2)Nc1ccc(C(F)(F)F)cc1	32%
CC(=O)Nc1ccc(NC(=O)CCc2nc(-c3ccc(C)n(C(C)C)c3=O)no2)cc1	2%
CC(C)(C)NC(=O)CSc1nc(C2CC2)nc2ccccc12	2%
CN(c1cccc(F)c1)S(=O)(=O)c1c(-c2ccc(F)cc2)csc1C(=O)NCc1ccco1	-5%
O=C(CCc1ncc(-c2ccc(Cl)cc2)o1)NCc1cccc(Cl)c1	-29%
CCCCc1cc(=O)oc2c(C)c(OC(C)C(=O)OCC)ccc12 (stereo not drawn)	0%
CCc1noc(-c2cn(C3CCN(C(=O)c4cccc(NC(C)=O)c4)C3)nn2)n1 (stereo not drawn)	24%
OCC#Cc1csc(CN2CCCC3(CCNCC3)CC2)c1	43%
CC(=O)Nc1cc(-c2ccc(C(=O)N3CCOCC3)cc2)cn2c(-c3ccc(F)cc3)cnc12	-25%
COc1ccc(CCNC(=O)CC2Sc3ccccc3NC2=O)cc1OC (stereo not drawn)	4%
CN1OC[C@@H]2CN(S(=O)(=O)c3ccccc3)[C@H](c3ccc(-n4ccnc4)cc3)C[C@@H]21	-36%
O=C(Cn1nc2c(cc1=O)CCCC2)NCCc1ccco1	7%
O=C(C[C@H]1C=C[C@@H](NC(=O)c2ccncc2)[C@@H](CO)O1)NCC1CC1	-13%
O=[S+]([O-])(c1cccc(C(F)(F)F)c1)N1CCn2c(nnc2C2CCCNC2)C1 (stereo not drawn)	65%[activator]
CN(Cc1ccc2c(c1)OCO2)C(=O)CCc1ncc(-c2ccc(F)cc2)o1	-6%
COc1cccc(N2C(=O)NC(=NC3CCCCC3)C23CCCN([S+](=O)([O-])c2cccs2)C3)c1 (stereo not drawn)	?
Cc1cc(C)c2c(CC(=O)Nc3ccc(C)c(C)c3)coc2c1	-18%
CCC(=O)N1CCC(Cc2nc(C3CCOCC3)no2)CC1	23%
CC(C)(CC(=O)O)CC(=O)N1CCN2C(=O)c3cc(-c4ccc(Cl)cc4)ccc3NC(=O)[C@@H]2C1	53%[activator]
COc1ccc(-c2nc(S(=O)(=O)c3ccc(F)cc3)c(N3CCOCC3)o2)cc1	5%

Continued.
SMILES	ALOX12 inh
O=C(CCc1c[nH]c2ccccc12)NCC(F)(F)F	?
Cc1ccc(-c2cccc(CN3C4CCC3CN(C(C)C)C4)c2)c(C)c1	4%[6.33 µM]
CCN(Cc1cnn(CC)c1)C(=O)C1COc2ccccc2C1 (stereo not drawn)	6%
COc1ccc(C(=O)NCC(=O)OCC(=O)c2ccccc2Br)cc1OC	-2%
C[C@H](CO)N1C[C@H](C)[C@@H](CN(C)C(=O)CCC(F)(F)F)OCc2cn(nn2)CCCC1=O	-5%
CC(OC(=O)c1nn(C)c(=O)c2ccccc12)C(=O)N1CC(=O)Nc2ccccc21 (stereo not drawn)	-4%
O=C(Nc1ccccc1)C1CCCO1 (stereo not drawn)	-2%
CNC(=O)N1CCC(C2CCN(C(=O)CCc3cccc(OC)c3)C2)CC1 (stereo not drawn)	16%
O=C(Cc1cccnc1)N1C[C@@H](COCC2CC2)[C@H](c2ccccn2)C1	10%
C=CCSc1nc2c(c(=O)[nH]c(=O)n2C)n1CCC	-18%
Cc1ccc(C)c(Nc2ncnc3sccc23)c1	4%
N[C@H](C(=O)O)c1ccc(O)cc1	?
CCCOCCNC(=O)c1c(C)noc1-c1ccc(OC(F)(F)F)cc1	24%
Cc1ccc(C)c(OCC(=O)c2ccc3c(c2)N(C(C)C(=O)N2CCCC2)C(=O)CO3)c1 (stereo not drawn)	6%
COC(=O)c1ccc(C(=O)NCC(C)C)cc1	-14%
Cc1cccc(NC(=S)NCCO)c1	-21%
CCN(CC)CC(=O)Nc1c(C)cccc1C(=O)OC	-9%[22.9 µM]
COc1cccc(-c2nc3n(n2)CCc2ccccc2-3)c1	?
c1cncc(C2=NOC3(CCCN(Cc4cccc5ccccc45)C3)C2)c1 (stereo not drawn)	5%[6.33 µM]
COCCOc1ccc2c(n1)CCN(C(=O)NCCC(C)C)C2	52%[activator]
CC(C)(C)c1[nH]nc2c1[C@@H](c1ccccc1C(F)(F)F)C(C#N)=C(N)O2	?
COc1cc(/C=C(/C#N)C(=O)OC(C)C)cc(Cl)c1O	20µM*
CCC[C@H]1[C@@H](NS(=O)(=O)c2ccc(C#N)cc2)CC[C@@]23CCCN2C(=O)CCC[C@@H]13	9%
CS(=O)(=O)c1ccc(CN2C[C@@H]3OCC(=O)N(CC(N)=O)[C@@H]3C2)cc1	4%[176 µM]
C=CCNC(=O)CCc1c(C)nn(-c2ccccc2)c1Oc1ccccc1F	?
CC(C)(C)C(=O)Nc1cccc(NCC(=O)NC2(C#N)CCCC2)c1	2%
O=C(/C=C(\Nc1ccc(Br)c(F)c1)c1ccccc1)c1ccccc1	-1%
COCC(=O)NC1CCC12CCN(C(=O)c1ccoc1)CC2 (stereo not drawn)	40%[activator]
C[C@@H]1CN(CC(=O)Nc2ccc3c(c2)Cc2cccc(-c4cc(=O)cc(N5CCOCC5)o4)c2S3)C[C@H](C)O1	-16%[57.4 µM]
CN(C)c1ccc(C(=O)N2CCC3(CC2)NC(=O)N(c2ccc(F)cc2)N3)cc1	?

Ordered by the number under ALOX12 inh (rising): some entries from above.
SMILES	ALOX12 inh
CCOc1cc(/C=C2/NC(=O)NC2=O)cc(Br)c1OC(C)C	-25%
CC(NC(=S)Nc1ccc(SC(F)F)cc1)c1ccncc1 (stereo not drawn)	-21%
O=C(COc1ccc2ccc(=O)oc2c1)Nc1ccc(F)c(F)c1F	-1%
O=C(NCCCN1CCCC1)c1ccncc1	1%
Cc1ccc(C(=O)NCC2CC3c4ccccc4C2c2ccccc23)cc1 (stereo not drawn)	2%
CCc1nnc(NC(=O)Nc2cccc(Cl)c2)s1	8%
COc1cc(OC)cc(C(=O)N2CCC(n3cc(-c4nc(C(C)C)no4)nn3)CC2)c1	25%

Remaining list, next part.
SMILES	ALOX12 inh
CC(=O)c1cc(C(=O)N2CCc3c(nc[nH]c3=O)C2)c(=O)[nH]c1C	?
CC(C)c1ccc(NC(=O)CSc2ncnc3ccccc23)cc1	7%
CCOC(=O)c1cccc(NC(=O)c2ccc(-n3cnc(NC(=O)C(C)C)c3)cc2)c1	-21%
O=C(c1ccco1)N1CCC2(CC1)CC(OCC1CC1)CCO2 (stereo not drawn)	55%[activator]
O=C(O)C/C(=C/c1ccc(-c2ccccc2)cc1)c1nc2ccccc2s1	?
O=C1CCN(C(=O)c2nccc3ccccc23)CCOCCN1	35%
COc1cc(CNC(=O)c2ccc3c(c2)NC(C)(CNc2ccccc2)CO3)cc(OC)c1 (stereo not drawn)	10%
Cc1nnc([C@@H]2CC(F)(F)CN2C(=O)Cc2c[nH]c3ccccc23)o1	18%
Cc1ccc(C)c(C(=O)COC(=O)c2cc(C)nc3ccccc23)c1	2%
COc1cc(NC(=O)COc2ccc(-c3nnc4n3CCCC4)cc2)cc(OC)c1OC	16%
Cc1nc2scc(CC(=O)NC3CC3)n2c(=O)c1-c1cc(C)n(-c2ccccc2F)n1	-1%
c1cc(-c2nnc([C@H]3CCN(CC4CCCCC4)C3)o2)ccn1	76%[activator][176 µM]
